STK33 inh: blocks human STK33 kinase activity | Q9BYT3 | purified STK33, MBP phosphorylation, ADP-Glo luminescence | inhibition, % at 10 µM | 320,000 compounds, 0.073% hits | AID 2661;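 active means inhibition at or above 25%, using the most active replicate where run in duplicate; inactive means inhibition below 25%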
Target sequence (Q9BYT3 whole entry, looked up): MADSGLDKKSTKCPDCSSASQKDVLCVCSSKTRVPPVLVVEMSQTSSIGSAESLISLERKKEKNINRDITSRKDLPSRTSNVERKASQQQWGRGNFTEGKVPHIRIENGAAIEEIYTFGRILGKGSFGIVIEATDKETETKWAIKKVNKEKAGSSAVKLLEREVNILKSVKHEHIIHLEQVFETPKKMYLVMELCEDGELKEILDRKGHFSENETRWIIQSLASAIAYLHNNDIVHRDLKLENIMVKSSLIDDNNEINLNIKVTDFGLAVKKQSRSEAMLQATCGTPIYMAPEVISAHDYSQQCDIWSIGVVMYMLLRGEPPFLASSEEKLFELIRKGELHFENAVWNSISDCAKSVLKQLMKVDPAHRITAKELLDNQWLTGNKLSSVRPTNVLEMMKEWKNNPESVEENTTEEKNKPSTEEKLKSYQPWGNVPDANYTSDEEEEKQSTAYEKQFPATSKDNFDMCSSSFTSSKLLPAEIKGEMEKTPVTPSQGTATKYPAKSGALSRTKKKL
Kir21 inh: blocks the mouse Kir2.1 inward-rectifier potassium channel | AID 1672 | 310,000 compounds, 0.85% hits | P35561 | B-score at 10 µM | HEK293-Kir2.1, FluxOR thallium flux fluorescence; stronger effect = lower value;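 active means fluorescence ratio B-score at or below minus 3 SD of library scores, with starting-brightness B-score within 2 SD, cut at about -4.2 in these data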;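 further: channel flux triggered by added potassium and thallium sulfate stimulus; B-score of peak minus minimum fluorescence over baseline after thallium stimulus; more negative B-score means stronger Kir2.1 block with less thallium influx; some compounds called inactive have numbers as strong as hits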
Target sequence (P35561 whole entry, looked up): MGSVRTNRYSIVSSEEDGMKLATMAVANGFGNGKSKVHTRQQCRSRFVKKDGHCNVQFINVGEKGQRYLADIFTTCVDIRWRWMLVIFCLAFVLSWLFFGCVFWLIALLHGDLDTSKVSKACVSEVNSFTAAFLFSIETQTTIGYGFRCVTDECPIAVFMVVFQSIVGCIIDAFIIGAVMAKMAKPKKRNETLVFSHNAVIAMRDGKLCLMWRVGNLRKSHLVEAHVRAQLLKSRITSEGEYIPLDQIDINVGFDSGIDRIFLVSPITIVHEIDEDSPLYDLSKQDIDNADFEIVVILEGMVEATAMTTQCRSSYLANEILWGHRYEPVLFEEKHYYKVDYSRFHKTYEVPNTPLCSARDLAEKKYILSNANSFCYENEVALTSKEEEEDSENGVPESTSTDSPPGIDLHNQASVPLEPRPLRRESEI
* hit, by the source's call; x = not tested or not shown. Rows are unselected. About 0.84% of those tested had a hit in this group.

SMILES | STK33 inh | Kir21 inh
CC(C)(C)c1cc2cccnc2n1Cc1cccc(Cl)c1 | -1.4 | -2.5
COc1cc(C(=O)NCC(c2cccs2)N2CCOCC2)c([N+](=O)[O-])cc1OC (stereo not given) | 0.4 | 0.07
Cc1ccc(NC(Cc2cc(C)no2)c2ccccc2)cc1 (stereo not given) | x | 0.72
CCCc1cc(=O)oc2cc(OCC(=O)NCCc3ccc(S(N)(=O)=O)cc3)ccc12 | -0.3 | -0.12
COc1ccc(/C=C/C(=O)N2CCCC2)cc1OC | 0.8 | 0.62
CCOC(=O)c1c(NC(=O)CN2CCCc3ccccc32)sc(C)c1CC | -0.3 | -0.08
O=C(Nc1cccc(NC(=O)c2nccc3ccccc23)c1)c1ccco1 | 0.4 | x
CCN1CCCC1CNC(=O)CCNC(=O)c1cc(OC)c(OC)c(OC)c1 (stereo not given) | -1.1 | -0.1
Nn1c(Nc2ccccc2)nc2sc3c(c2c1=O)CCC3 | x | 1.5
Cc1cc(=O)n(CCCO)c(O)c1C#N | 0.0 | 1.3
CN(C)c1nnnn1-c1ccc(Oc2ccccc2)cc1 | -0.5 | 0.29
CC1(C)CC(N2CN(C3CCCCC3)CC2=O)CC(C)(C)N1 | 0.0 | -0.93
CN1C(=O)C(CC(=O)NCCc2ccccc2)N(NC(=O)c2ccc(Cl)cc2)C1=S (stereo not given) | 0.2 | 0.78
CN(CC(=O)NC(=O)NC(C)(C)C)CC(=O)Nc1ccccc1Cl | -2.2 | -2.1
COc1ccc2cc(OCC(=O)NNC(=O)Nc3ccc(OC)c(OC)c3)ccc2c1 | -0.4 | 0.28
Cc1cc2c(=O)n(CC(=O)N3CCN(c4ccccc4)CC3)cnc2s1 | -0.6 | x
Cc1ccc(CNC(=O)CCn2ccc3cc(S(=O)(=O)N4CCCC4)ccc32)cc1 | -1.2 | -2.6
COc1ccccc1-c1nnc(SCC(=O)Nc2ccc3[nH]c(=O)[nH]c3c2)n1N | 0.6 | -0.59
O=[N+]([O-])c1cc(/C=N/Nc2nc(N3CCCCC3)nc(N3CCCCC3)n2)ccc1O | 0.8 | 1.9
COc1ccc(COC(=O)Oc2ccc(CNC(C)=O)cc2OC)c([N+](=O)[O-])c1 | -0.8 | -0.46

In another format: entries from further up.
| Structure | STK33 inh | Kir21 inh |
| --- | --- | --- |
| Cc1cc(=O)n(CCCO)c(O)c1C#N | 0.0 | 1.3 |
| CN(C)c1nnnn1-c1ccc(Oc2ccccc2)cc1 | -0.5 | 0.29 |
| CC1(C)CC(N2CN(C3CCCCC3)CC2=O)CC(C)(C)N1 | 0.0 | -0.93 |
| CN1C(=O)C(CC(=O)NCCc2ccccc2)N(NC(=O)c2ccc(Cl)cc2)C1=S (stereo not given) | 0.2 | 0.78 |
| CN(CC(=O)NC(=O)NC(C)(C)C)CC(=O)Nc1ccccc1Cl | -2.2 | -2.1 |
| COc1ccc2cc(OCC(=O)NNC(=O)Nc3ccc(OC)c(OC)c3)ccc2c1 | -0.4 | 0.28 |
| Cc1cc2c(=O)n(CC(=O)N3CCN(c4ccccc4)CC3)cnc2s1 | -0.6 | x |

Next section
SMILES | STK33 inh | Kir21 inh
O=C(/C=C/c1ccc(S(=O)(=O)N2CCOCC2)cc1)N(CCO)Cc1ccccc1 | -1.0 | -0.38
COc1ccc(-c2cc(C(F)(F)F)nc(NCc3ccco3)n2)cc1OC | -0.7 | 0.6
C/C(=C\C(=O)c1ccccc1)NNC(=O)c1ccc(Cl)cc1 | -2.2 | 0.15
O=C(C1=C(O)C(=O)N(CCCn2ccnc2)C1c1cccc(Br)c1)c1ccco1 (stereo not given) | 14 | -1.2
Brc1ccc(CSc2ncn[nH]2)cc1 | 0.1 | 0.06
COCc1cc(C)nc(OCC(=O)N/N=C/c2ccc(O)cc2)c1C#N | -1.7 | -0.03
COc1ccc(NS(=O)(=O)c2cccc(C(=O)NCC(c3ccc(OC)cc3)N3CCCC3)c2)cc1 (stereo not given) | x | 0.07
Cc1nc(SCc2ccc(F)cc2)c([N+](=O)[O-])[nH]1 | -1.6 | 1
COc1ccc(NC(=O)Cc2nnc(SCC(=O)NC3CCCCC3C)n2C)cc1 (stereo not given) | -0.2 | -0.11
CCCn1nnc(NC(=O)c2ccc(Cl)cc2Cl)n1 | -1.3 | -0.47
Cc1c(C(=O)N2CCN(Cc3ccccc3)CC2)oc2c1C(=O)CC(C)(C)C2 | 0.4 | -1.7
COc1ccc(NC(=O)CN(C)CC(=O)Nc2cccc(C(C)=O)c2)cc1 | 0.3 | -2
COc1ccc(C(=O)Nc2cccc(S(=O)(=O)NC3=NCCCCC3)c2)cc1 | 1.4 | x
O=C(O)C1CCCCN1S(=O)(=O)c1cccc2nsnc12 (stereo not given) | x | -0.38
CCCCCCC12CCC(C(=O)O)(CC1)CC2 | -0.8 | -0.3
CCOC(=O)N1CCN(S(=O)(=O)c2cc3c(cc2C)NC(=O)CO3)CC1 | 0.5 | -0.41
COc1cccc(C2c3[nH]c4ccccc4c3C[C@H]3C(=O)N(c4ccccc4C(=O)N4CCC(C(=O)O)CC4)C(=O)N23)c1 (stereo not given in full) | -0.6 | 1.3
Cc1ccc(C(=O)N/C(N)=N/c2nc3ccccc3o2)cc1 | -1.0 | 1.1
O=C1NN=C(c2ccc(Cl)cc2)CC1c1cccc(Br)c1 (stereo not given) | 1.5 | -1.1
CN(CC(=O)Nc1ccccc1Cl)C(=O)Cn1nnc(-c2ccc(F)cc2)n1 | -1.8 | -0.12
O=C1NC(c2ccccc2)=NC1(NS(=O)(=O)c1ccc(Cl)cc1)C(F)(F)F (stereo not given) | -1.6 | -0.38
N#CCCCn1c(-c2ccccc2)noc1=O | -0.6 | -1.4
CCCC(=O)n1nc(-c2ccc(C)cc2)nc1NCc1ccco1 | 0.1 | 0.02
C/C(=N\NC(=O)NC1CCCCC1)c1ccco1 | -0.1 | -5.6
CC(C)(C)C(=O)NC(=S)Nc1ccc(S(=O)(=O)Nc2nccs2)cc1 | -1.4 | 0.55
Cc1ccc2c(c1)nnc1nnc(SCC(=O)O)n12 | -1.8 | -0.29
Cc1occc1C(=O)Nc1cccc(/C=C/C(=O)O)c1 | 0.3 | 0
COc1ccc(CCN(C)C(=O)c2c(C)nn(-c3ccccc3)c2C)cc1OC | 0.5 | -3.8
COC(=O)C1=C(C)N(Cc2ccccc2)C(=NCc2cc(OC)c(OC)c(OC)c2)N[C@H]1CCc1ccccc1 | -0.4 | x
COc1ccc(NC(=O)CSCc2ccc(C)cc2)cc1 | -0.9 | 0.67
Cc1cc(OCC(=O)Nc2cccnc2)c2c(C)cc(=O)oc2c1 | 0.9 | -1.6
O=C(N/N=C/C=C/c1ccc([N+](=O)[O-])cc1)c1cccs1 | 0.0 | -1.1
COc1cccc(C(=O)Nc2ccc3nc4n(c(=O)c3c2)CCCC4)c1 | -2.5 | 1.4
CCOC(=O)Cc1[nH]nc2c1C(c1ccsc1)C(C#N)=C(N)O2 (stereo not given) | -0.1 | -0.46
CCOc1nc(-c2ccc(C)cc2)ccc1-c1noc(COC)n1 | -0.6 | -0.1
CCOC(=O)Cc1cc(-c2ccccc2)nc2ccc3ccccc3c12 | 0.9 | -2.5
COc1cccc(CNC(=O)C2CCCN(S(=O)(=O)c3c(C)n[nH]c3C)C2)c1 (stereo not given) | 3.6 | -1.2
CCOc1ccc(C(=O)NCC(=O)N2CCN(C/C=C/c3ccccc3)CC2)cc1OCC | -1.8 | 3
O=C(c1ccccc1)C(C(=O)N1CCc2ccccc2C1)n1ccccc1=O (stereo not given) | -1.6 | -0.98
CCN(CC)c1ccc(S(=O)(=O)N2CCOCC2)cc1NC(=O)CSc1nncn1C | -0.2 | x
O=C1CN(C(=O)NCCC(=O)NC2CCCCC2)c2ccccc2N1 | -1.1 | 1.4
COc1ccc(C(=O)Nc2ccc(Cl)c(S(=O)(=O)N3CCOCC3)c2)cc1 | -0.8 | x
Cc1sc(NC(=O)C2CCCCC2)c(C#N)c1-c1ccccc1 | 0.9 | 1.1
Cc1cc(C)n(C(=O)CNC(=O)/C=C/c2ccccc2)n1 | -1.2 | 0.12
CCN(CC)C(=O)CSc1nc2c(sc(=S)n2CC)c(=O)n1-c1ccccc1 | -1.9 | -1.6
O=C(NCc1ccccc1)C(=O)NCC1OCCN1S(=O)(=O)c1cccs1 (stereo not given) | -0.2 | -0.03
O=C(NCCCNC(=O)c1c(Cl)cccc1Cl)c1c(Cl)cccc1Cl | -0.5 | 0.56
COc1ccc(OC)c(C2C(C(C)=O)=C(O)C(=O)N2c2ccc(F)cc2)c1 (stereo not given) | -1.2 | 1.2
COc1ccc(NC(=O)c2ccc([N+](=O)[O-])s2)c([N+](=O)[O-])c1 | -1.7 | 0.6
Cc1cccc(N=Nc2c(O)[nH]c3ccc(F)cc23)c1 | -0.3 | 0.05
CCOC(=O)c1c(NC(=O)C2C3C=CC(C3)C2C(=O)O)sc2c1CC(C)CC2 (stereo not given) | -0.5 | 0.55
Cc1nc2ccccc2nc1CN1CCC(CO)(CC2CCCCO2)CC1 (stereo not given) | 0.2 | 1.2
CSCCC(NC(=O)c1cccc([N+](=O)[O-])c1)C(=O)O (stereo not given) | -0.8 | 0.14
CCOC(=O)c1sc2nc(N3CCOCC3)c3c(c2c1N)CCC3 | 0.9 | -0.16
O=C(CCCn1c(=S)[nH]c2ccsc2c1=O)Nc1ccc2c(c1)OCCO2 | 3.0 | 0.18
COC(=O)c1c(NC(=O)CN2CCC3(O)CCCCC3C2c2cc(OC)ccc2OC)sc(C)c1C (stereo not given) | 0.7 | 1
COc1ccccc1[C@@H]1C(c2cccc(Cl)c2)=NN(c2ccccc2)[C@H]1C(=O)N1CCOC1=O | 0.1 | 0.91
O=C(Cc1ccccc1)Nc1ccc(NC(=O)c2cccc(Cl)c2)cc1 | -1.8 | 1.6
CCN(C(=O)Cn1cnc2c1c(=O)n(C)c(=O)n2C)C1CCS(=O)(=O)C1 (stereo not given) | -0.3 | x
COc1ccccc1CNC(=O)c1cc(-c2cccnc2)nc2ccccc12 | -0.5 | -0.3

Full records, quoted from the list. Order of screens: STK33 inh	Kir21 inh
Shown for `Cc1cc(OCC(=O)Nc2cccnc2)c2c(C)cc(=O)oc2c1` = 0.9	-1.6
Shown for `CCOC(=O)c1sc2nc(N3CCOCC3)c3c(c2c1N)CCC3` = 0.9	-0.16

Following part
SMILES | STK33 inh | Kir21 inh
N=c1c(S(=O)(=O)c2ccccc2)cc2c(=O)n3ccccc3nc2n1Cc1ccco1 | -0.2 | -1.4
CCCCC(CCC(=O)Nc1ccccc1C(=O)OCC)C(=O)O (stereo not given) | -1.2 | 0.86
O=C(O)c1ccc(NS(=O)(=O)c2cccc(C(=O)Nc3cccc(C(=O)O)c3)c2)cc1 | 0.9 | -0.49
CC(C(=O)N1CCN(C)CC1)N1C(=O)c2ccccc2C1=O (stereo not given) | -0.1 | 1.6
c1cnc(NCCNc2ncccn2)nc1 | 0.0 | -0.01
C=CC[C@H](CC(=O)N(CCO)Cc1ccccc1)C(=O)N[C@H](COC(=O)[C@@H](CC=C)CC(=O)OC(C)(C)C)Cc1c[nH]c2ccccc12 | -0.5 | x
CC(=O)N1CN(S(=O)(=O)c2ccc(C)cc2)CC1C (stereo not given) | 0.1 | -1.3
O=C(NC1CCCCC1)c1cc(C2CC2)on1 | -1.0 | 0.54
O=[N+]([O-])c1cccc2ccc(/C=C/c3ccc(F)cc3)nc12 | -0.6 | 0.58
COc1cccc(NC(=O)CN(C)C(=O)/C=C/c2cn(-c3ccccc3)nc2-c2ccc(C)cc2)c1 | -1.1 | -1.7
CN(C)C(=O)COc1ccc2c(-c3ccccc3)cc(=O)oc2c1 | -0.1 | 1.4
COc1ccccc1N1CCN(C(c2ccc(F)cc2)c2nnnn2C(C)C)CC1 (stereo not given) | x | -0.03
Cc1cccc(OCCn2ccnc2)c1 | -1.0 | 0.03
CCOC(=O)Cc1csc(NC(=O)c2cccc(OC)c2)n1 | 1.0 | -0.97
Cc1ccc(CCNC(=O)CCCn2nc(C)c3c(C)n(-c4ccc(C)cc4)nc3c2=O)cc1 | 0.7 | -0.41
O=C(O)C1C2CCC(C2)C1C(=O)NCCc1ccccc1 (stereo not given) | -1.3 | -0.8
COc1cccc(N2CN(CCc3ccccc3)CNC2=S)c1 | 0.0 | 2.4
O=C(Cn1ccc(C(F)(F)F)n1)N/N=C/c1cccs1 | -2.2 | -1.6
COc1ccc(N2C(=O)c3ccc(C(=O)Nc4ccc(NC(C)=O)cc4)cc3C2=O)cc1 | -2.1 | 1.5
NNC(=O)c1ccc(CSc2nc3ccccc3[nH]2)cc1 | x | 2
Nn1c(SCc2cccc(C(F)(F)F)c2)nnc1-c1ccco1 | -0.5 | -1.9
CCc1c(C(=O)Nc2nnc(C3CC3)s2)csc1C | -0.9 | 0.08
CCO[C@H]1OC(C(=O)O)=C[C@@H](C2CC2)[C@@H]1CCCO | -1.7 | -0.01
CCCCc1nnc(NC(=O)CSCc2cc(=O)n3ccsc3n2)s1 | -1.0 | -0.51
CCN(CC)c1nc(N)nc(NS(=O)(=O)c2ccc(Cl)cc2)n1 | -0.8 | 1.2
CCCCOc1ccc(CN=C(N)N)cc1Cl | -0.3 | -2.5
O=C(c1ccccc1)c1cc2ccc(O)cc2oc1=O | 10 | 0.91
O=C(NCc1ccccc1)c1ccc(-c2ccc(F)cc2)o1 | 0.6 | -1.2
NNC(=O)C1CCCN1S(=O)(=O)c1ccc(Cl)cc1 (stereo not given) | 0.1 | 0.08
CCSc1nnc(NC(=O)c2cc(-c3ccccc3O)n[nH]2)s1 | -0.5 | -1.2
CC12CCC(=O)N1C(C(=O)Nc1cc(Cl)ccc1N1CCOCC1)CS2 (stereo not given) | -1.2 | -3.5
